High-throughput results (PubChem)
proKLK7 act: activates the human kallikrein-7 zymogen; P49862; purified proKLK7, EDANS-DABCYL substrate fluorescence; 100% is mature enzyme control, 0% vehicle; activation, % at 7 µM; 0.9% of 370,000 active; AID 652039;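 active = activation above the mean of all tested compounds plus 3 SD, computed per campaign excluding outliers beyond control limits, cut at about 13% in these data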
Target sequence (P49862 whole entry, looked up): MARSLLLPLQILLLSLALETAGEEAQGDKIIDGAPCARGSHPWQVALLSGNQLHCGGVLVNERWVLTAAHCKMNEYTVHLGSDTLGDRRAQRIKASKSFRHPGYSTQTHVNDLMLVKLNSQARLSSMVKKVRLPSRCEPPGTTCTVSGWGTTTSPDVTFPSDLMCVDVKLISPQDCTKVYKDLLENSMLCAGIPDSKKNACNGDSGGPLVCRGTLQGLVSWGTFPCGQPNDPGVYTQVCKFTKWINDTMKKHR
GC-A act: GC-A (human) enzyme activation; P16066; HEK293 GC-A cells, cGMP TR-FRET, EC30 ANP; 0% at EC30 ANP, 100% saturating ANP; activation, % at 10 µM; 0.14% of 370,000 active; in the data active = activation above about 40%
FXN GAA850 act: activators of GAA850 frataxin (FXN) promoter | HEK293 lucGAA850 FXN promoter luciferase reporter, 24 h; percent of 10 µM SAHA response | AID 540364 | 0.56% of 360,000 active | activation, % at 6 µM;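 active = activation above the average of all compounds screened plus 3 SD, cutoff fixed separately per campaign, cut at about 7.5% in these data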;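 also: 0% = DMSO wells and 100% = 10 µM SAHA wells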
ARFGAP1 inhibitor: rat ARFGAP1 inhibition; 0.26% of 360,000 active; Q62848; inhibition, % at 16.5 µM; Arfgap1-stimulated ARF1 GTP hydrolysis, GDP FP detection;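 active = inhibition above a per-plate limit, mean inhibition of low control wells plus 3 SD, cut at about 25% in these data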;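 also: 0% = DMSO wells with enzyme and 100% = wells lacking Arfgap1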
Target sequence (Q62848 1-136 limits assumed): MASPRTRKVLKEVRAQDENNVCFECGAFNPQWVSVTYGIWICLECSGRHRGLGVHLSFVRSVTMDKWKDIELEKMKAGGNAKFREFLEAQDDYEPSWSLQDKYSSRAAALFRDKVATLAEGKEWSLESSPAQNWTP
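Material: rat Arfgap1 GAP domain (His6, aa 1-136), purified enzyme. Also added: human ARF1(Δ1-17)-GTP substrate. Compound dosing: 16.5 µM single point, 1.26% DMSO. Timing: enzyme reaction 120 min at 25 °C after 20 min preincubation. Signal: GDP detection by fluorescence polarization. Read-out basis: percent inhibition of GAP-stimulated GDP formation, scaled between DMSO and no-Arfgap1 medians.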
rCAG RNA binder: binds r(CAG) RNA repeats; r(CAG) RNA repeat, TO-PRO-1 dye displacement fluorescence; AID 651821; 1.3% of 370,000 active; inhibition, % at 3 µM;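 active = inhibition above the plate cutoff, the mean of all test compounds on that plate plus 3 SD, cut at about 35% in these data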;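 also: 0% = DMSO alone and 100% = 100 µM mitoxantrone as full dye displacement; higher means more dye released from RNA so lower well fluorescence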
GC-B act: GC-B (human) receptor activation; HEK293-GC-B cells, CNP EC30, cGMP TR-FRET; 0% at EC30 CNP, 100% saturating CNP; P20594; activation, % at 10 µM; AID 1920062; 0.11% of 370,000 active;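 active = activation at 10 µM reaching about 35% in either raw or pattern-adjusted values, limit read from the data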
ADAM10 inh: inhibitors of human ADAM10 | O14672 | recombinant ADAM10, EDANS/DABCYL FRET peptide cleavage, 3 h | inhibition, % at 7 µM | 0.62% of 370,000 active;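 active = inhibition above a per-campaign cutoff equal to the mean of compounds falling between control-based bounds plus 3 SD, cut at about 20% in these data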;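 also: 0% = DMSO wells while the 100% control is not disclosed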
Tn6 DDE FP: inhibitors of Tn6 peptide binding to human fibrin DD(E); P02675; Fibrin DD(E) TRITC-Tn6 fluorescence polarization displacement; inhibition, % at 8.3 µM; 0.21% of 370,000 active;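 active = inhibition above a per-campaign cutoff: mean of compounds within control limits plus 3 SD, cut at about 15% in these data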;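 also: 0% = median of all compound wells on the plate and 100% = blocking peptide control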
ASAP1 GAP inh: inhibitors of human ASAP1 ArfGAP activity | 0.19% of 360,000 active | Q9ULH1 | ASAP1-stimulated ARF1 GTP hydrolysis, GDP FP detection | inhibition, % at 16.5 µM; in the data active = inhibition above about 25%;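 also: 0% = vehicle with enzyme and substrate and 100% = no enzyme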
sPLA2-III inh: Inhibits HGIII-sPLA2 liposome hydrolysis, primary screen; Q9NZ20; QFRET BODIPY PC-A2 liposome hydrolysis, fluorescence; inhibition, % at 12.2 µM; 0.56% of 370,000 active;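 active = inhibition above mean plus 3 SD of compounds lying within the high and low control bounds, cut at about 19% in these data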;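 also: 0% = median of test compound wells and 100% = no enzyme DMSO wells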
Target sequence (Q9NZ20 whole entry, looked up): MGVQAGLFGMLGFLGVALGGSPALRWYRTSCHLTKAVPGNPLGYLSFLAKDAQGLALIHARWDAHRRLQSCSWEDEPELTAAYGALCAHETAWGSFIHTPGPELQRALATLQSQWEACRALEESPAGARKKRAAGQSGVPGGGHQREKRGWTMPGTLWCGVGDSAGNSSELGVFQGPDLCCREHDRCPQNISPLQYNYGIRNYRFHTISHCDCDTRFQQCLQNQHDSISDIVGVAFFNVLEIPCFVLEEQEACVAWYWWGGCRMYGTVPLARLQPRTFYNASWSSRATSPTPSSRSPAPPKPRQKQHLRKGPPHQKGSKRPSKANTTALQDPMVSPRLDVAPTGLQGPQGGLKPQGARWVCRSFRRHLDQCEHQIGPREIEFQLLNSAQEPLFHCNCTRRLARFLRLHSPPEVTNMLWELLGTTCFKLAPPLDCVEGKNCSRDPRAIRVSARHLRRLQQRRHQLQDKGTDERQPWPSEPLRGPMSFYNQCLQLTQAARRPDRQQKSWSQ
* = called active by the depositor; i = inactive; nt = not tested or not shown; & = joins results of further samples. Not a hit list; overall some 4.5% were active at least once.

SMILES | proKLK7 act | GC-A act | FXN GAA850 act | ARFGAP1 inhibitor | rCAG RNA binder | GC-B act | ADAM10 inh | Tn6 DDE FP | ASAP1 GAP inh | sPLA2-III inh
COc1ccc(CCc2nnc(CCC(=O)NCc3ccc4ncccc4c3)o2)cc1 | 0.3 | -1 | 0.6 | -1 | 0 | 0 | -1 | -2 | 3 | 8
O=C(Cc1cccs1)N/N=C\c1ccc(O)cc1 | -0.2 | 3 | 4.0 | 2 | 1 | 1 | -13 | 4 | -7 | -2
CCOc1ccc(S(=O)(=O)NCc2cccs2)cc1 | -0.2 | 2 | 3.0 | 3 | -1 | 9 | 6 | 7 | 3 | -5
O=C(c1cccc(C(F)(F)F)c1)C1CCCN(Cc2cccn2-c2ccccn2)C1 (stereo not drawn) | 0.7 | -15 | -1.6 | 9 | 5 | -5 | -2 | 4 | 2 | -7
O=C(Nc1ccc(-c2nc3ccccc3[nH]2)cc1)c1ccc2c(c1)OCO2 | 1.6 | 2 | 0.7 | 26* | 8 | 4 | -231 | -5 | 21 | -22
COc1ccc(OC)c(C(=O)COC(=O)c2cc(C)oc2C)c1 | -0.4 | 0 | 1.4 | -13 | -1 | -7 | -2 | -2 | 0 | 0
COC(=O)C(Cc1c[nH]c2ccccc12)NC(=O)CCNC(=O)c1ccco1 (stereo not drawn) | -0.1 | 3 | -2.2 | -2 | 2 | 1 | -1 | 1 | -4 | -3
Cc1ccc(-c2nnc(N3CCCCC3)c3ccccc23)cc1S(=O)(=O)N(C)C | -0.5 | 4 | -1.8 | -4 | -5 | 3 | -4 | 7 | 10 | 11
COc1ccccc1-n1c(SCC(=O)N2CCCCC2)nnc1-c1ccccc1O | -0.5 | -3 | 0.5 | -1 | -4 | 1 | 0 | 11 | 1 | -9
COc1ccc(CN2CCN(S(=O)(=O)c3ccc(NC(C)=O)cc3)CC2)c(OC)c1OC | 0.3 | 0 | -1.5 | -1 | -3 | 1 | 11 | -5 | 1 | -4
Cc1ccc(C)c(NS(=O)(=O)c2ccc(OCC(=O)NCc3cccnc3)cc2)c1 | 0.3 | -3 | 3.4 | -5 | -3 | -1 | 5 | 3 | 5 | 0
O=C(CCC1CCCC1)N1CCN(C2CCCC2)CC1 | 0.1 | 1 | 1.1 | 9 | -11 | -8 | -4 | -7 | -7 | -2
O=[N+]([O-])c1ccc2c(c1)C(N1CCOCC1)/C(=C/COc1ccc3ccccc3c1Br)O2 (stereo not drawn) | -0.9 | -3 | 0.2 | 2 | 10 | -2 | 0 | -3 | 13 | -5
CCc1nc2c(OCc3ccc(C(F)(F)F)cc3)cccn2c1N(C)C(=O)C(C)C | 0.2 | -3 | -0.2 | -1 | -3 | 9 | 5 | 3 | -2 | 2
CC(=O)Nc1ccc(NC(=O)COC(=O)C2CCC(C(C)(C)C)CC2)cc1 (stereo not drawn) | -0.1 | -2 | 1.1 | 2 | 1 | 3 | 5 | -4 | 0 | -18
Cc1ccc(-c2c3c([nH]c(=S)c2C#N)CCCC3)o1 | -1.3 | 2 | -3.2 | -3 | 26 | -2 | -16 | 0 | -7 | -2
COc1ccc(-c2c(N)n[nH]c2C)cc1OC | 0.7 | 4 | 4.0 | -5 | 1 | 4 | -8 | 2 | 2 | 1
Nn1c(Cc2cccc3ccccc23)nnc1SCC(=O)NCC1CCCO1 (stereo not drawn) | 0.5 | 2 | 1.7 | -4 | -3 | -8 | -7 | 6 | -3 | -3
COc1ccc(C(=O)C2CCCN(Cc3nc4ccccc4nc3C)C2)cc1OC (stereo not drawn) | -0.5 | 1 | -1.5 | 8 | -4 | -2 | -5 | 5 | -10 | 1
CCCN(CCC)Cc1cc(=O)oc2ccccc12 | 0.2 | 1 | nt | -8 | 2 | -1 | -22 | 3 | 4 | 6
Cc1nccn1CC1CCc2c(c3ccccc3n2C)C1=O (stereo not drawn) | -0.1&0.1 | 1&0 | -0.8&1.6 | -1&-4 | 0&-1 | 1&-1 | -11&-15 | -1&0 | -1&12 | -2&5
O=C(Cc1ccc2c(c1)OCO2)NN=Cc1ccc([N+](=O)[O-])o1 | 0.4 | 1 | 0.8 | 5 | 12 | -4 | -16 | -2 | 18 | -3
COc1ccc(N2CCN(C(=O)CNC(=O)Cn3c(C)cc4ccccc4c3=O)CC2)cc1 | -0.7 | -3 | -0.1 | 0 | -6 | 2 | -9 | -3 | 4 | 3
CCOc1ccccc1NC(=O)CSc1nnc(-c2ccncc2)o1 | 0.3 | -7 | 1.3 | -7 | -2 | -9 | -3 | 8 | -4 | 6
CCOC(=O)[C@@]12CCCC3=C1N(CCC3)C(=O)[C@H]2CC(=O)NCc1cccs1 | -0.2 | 4 | nt | nt | 1 | -14 | -2 | -4 | nt | 0
COc1cc(C(=S)N2CCC(Cc3ccccc3)CC2)ccc1OCC(N)=O | 0.4 | -2 | -0.3 | 4 | 3 | 0 | 8 | -1 | 5 | 7
CC1CC[C@@]2(OC1)O[C@H]1CC3[C@@H]4C[C@@H](O)[C@@]5(O)C[C@@H](O)[C@H](O)C[C@]5(C)[C@H]4CC[C@]3(C)[C@H]1[C@@H]2C (stereo partly drawn) | 0.3 | 0 | 2.6 | -2 | 1 | 4 | 4 | -3 | -13 | 5
COc1ccc(N2CCN(CC(O)COc3c(OC)cccc3OC)CC2)cc1 (stereo not drawn) | -0.5 | 1 | 1.2 | 4 | 1 | -1 | 5 | -1 | 2 | 1
COc1cccc2sc(N(CCN(C)C)C(=O)/C=C/c3cccs3)nc12 | -96 | -4 | -0.4 | -4 | -2 | -5 | 6 | 1 | -7 | -12
Cc1cccc(C)c1NC(=O)CSc1nc2[nH]c(=O)cc(O)c2s1 | 0.1 | 0 | -1.2 | -3 | 11 | 2 | -4 | 0 | -9 | 1
CCn1c(/N=C/c2c[nH]c3ccccc23)nc2ccccc21 | 0.5 | -3 | -3.4 | -7 | 2 | -3 | 1 | 1 | 14 | 1
CC(=O)c1c(N2CCCCC2)nc(=S)n(Cc2ccccc2)c1C | 0.3 | 0 | 3.1 | 2 | 3 | 7 | 6 | -1 | 3 | 7
O=C(C[n+]1cc(-c2ccccc2)n2c1CCC2)c1cccs1 | 0.4 | 4 | 0.8 | -5 | 3 | 4 | -18 | 3 | 7 | -22
COc1ccc(F)cc1C(=O)C1CCCN(Cc2cnc(N3CCCC3)s2)C1 (stereo not drawn) | 0.1 | -2 | 0.8 | 8 | 2 | 4 | 0 | 3 | -8 | 3
COc1cccc(OC)c1OCC(=O)Nc1ccc(S(=O)(=O)N2CCCC2)cc1 | 0.2 | 4 | -0.5 | 3 | 2 | 9 | -20 | -1 | 3 | -10
S=c1[nH]nc(COc2ccccc2)n1/N=C/C(Cl)=C/c1ccccc1 | -0.6 | 4 | 3.2 | 0 | 52* | -5 | 20* | -3 | -6 | -11
CC(=O)Nc1ccc(NC(=O)C(C)OC(=O)C(C)SCC(=O)Nc2ccc(C)cc2)cc1 (stereo not drawn) | 0.3 | 3 | -0.1 | -5 | -1 | -3 | 1 | 7 | -4 | -4
COc1cccc(N2CCN(Cc3ccco3)CC2)c1 | 0.9 | -2 | 1.1 | -1 | -3 | 1 | -2 | -2 | -6 | 5
Cc1nnc(SCC(N)=O)n1CCc1ccccc1 | 0.3 | 1 | -0.7 | -10 | 2 | 2 | 1 | 4 | -2 | 0
Cc1ccc(S(=O)(=O)CC(O)COc2ccc(F)cc2Cl)c(C)c1 (stereo not drawn) | -0.1 | -1 | 0.7 | 4 | -6 | -9 | 1 | 4 | -13 | -17

Looked up by compound from the list above (3):
SMILES | proKLK7 act | GC-A act | FXN GAA850 act | ARFGAP1 inhibitor | rCAG RNA binder | GC-B act | ADAM10 inh | Tn6 DDE FP | ASAP1 GAP inh | sPLA2-III inh
CC1CC[C@@]2(OC1)O[C@H]1CC3[C@@H]4C[C@@H](O)[C@@]5(O)C[C@@H](O)[C@H](O)C[C@]5(C)[C@H]4CC[C@]3(C)[C@H]1[C@@H]2C (stereo partly drawn) | 0.3 | 0 | 2.6 | -2 | 1 | 4 | 4 | -3 | -13 | 5
COc1ccc(F)cc1C(=O)C1CCCN(Cc2cnc(N3CCCC3)s2)C1 (stereo not drawn) | 0.1 | -2 | 0.8 | 8 | 2 | 4 | 0 | 3 | -8 | 3
COc1cccc(N2CCN(Cc3ccco3)CC2)c1 | 0.9 | -2 | 1.1 | -1 | -3 | 1 | -2 | -2 | -6 | 5

New compounds follow
SMILES | proKLK7 act | GC-A act | FXN GAA850 act | ARFGAP1 inhibitor | rCAG RNA binder | GC-B act | ADAM10 inh | Tn6 DDE FP | ASAP1 GAP inh | sPLA2-III inh
Cc1cc(C)nc(N2CCN(C(=O)CSc3nc4ccccc4nc3N3CC(C)OC(C)C3)CC2)n1 (stereo not drawn) | -0.9 | 1 | nt | nt | 3 | 2 | -2 | -2 | nt | -1
CCN(CC)C(=O)CSc1nc2c(sc(=S)n2-c2ccccc2)c(=O)n1-c1ccc(OC)c(OC)c1 | -0.2 | -5 | -6.4 | -6 | -1 | -4 | -5 | -4 | 12 | -2
O=C(COc1ccccc1Cl)Nc1cc(Cl)ccc1O | -0.6 | -3 | 3.3 | 0 | 3 | -6 | 1 | 7 | 12 | -4
Cc1cc(C)c(S(=O)(=O)N2CCOC2CNC(=O)C(=O)NCCc2c[nH]c3ccccc23)c(C)c1 (stereo not drawn) | 0.5 | -1 | 1.5 | 2 | 2 | 3 | 0 | 4 | -2 | -100
O=C(Nc1cnns1)Oc1ccccc1 | -0.1 | 2 | 1.5 | -6 | 2 | -2 | 0 | 0 | -14 | 0
Cc1ccc(S(=O)(=O)N(C)CC(=O)OCC(=O)NC(=O)Nc2ccc3c(c2)OCCO3)cc1 | 0.3 | -4 | -0.7 | -8 | 5 | 4 | 3 | 3 | 8 | -15
CCc1nnc(NC(=O)c2c(-c3ccccc3)noc2C)s1 | -0.3 | -3 | 1.1 | 6 | 0 | 0 | -4 | -2 | -1 | 5
Cc1cc(NCc2ccccc2)c2ccccc2n1 | 0.2 | -1 | -2.3 | 4 | 4 | -7 | 0 | -3 | 3 | 1
CC(=O)N1CCc2cc(S(=O)(=O)CCC(=O)NCc3cccs3)ccc21 | 0.0 | -2 | 0.3 | -2 | 2 | 4 | 7 | 5 | -12 | 3
Nc1ccccc1C(=O)NCCCN1CCOCC1 | 3.1 | 6 | 1.5 | -3 | -1 | -1 | i | 2 | 7 | 12
CCCc1ccc(OC(=O)c2ccc(O)cc2Cl)cc1 | 0.1 | 4 | 3.1 | -3 | 20 | -3 | 1 | 4 | -2 | -39
COc1ccc(CCNC(=O)c2cc([C@@H](NC(=O)OC(C)(C)C)C(C)C)sc2N)cc1OC | -0.1 | 3 | nt | -2 | 4 | -3 | 1 | -1 | -4 | 10
CCOC(=O)C(=Cc1c[nH]c2ccc(S(=O)(=O)N(C)C)cc12)C(=O)OCC | 0.5 | -1 | 1.3 | 5 | 10 | 2 | -2 | 5 | 6 | -25
Cc1[nH]n(C)c(=O)c1N=Nc1ccc(S(C)(=O)=O)cc1 | -0.1 | 1 | 1.3 | -5 | -1 | -5 | 4 | 7 | 3 | -3
CCOC(=O)CNC(=O)CSc1nnnn1-c1ccc(C)c(C)c1 | -0.1 | 4 | 1.2 | -9 | -2 | 0 | 3 | 14 | 4 | 6
